Source: PubChem BioAssay
TR-FRET SRC-2 ct: counter-screen for PPARgamma SRC-2 recruitment agonists: TR-FRET artefact; AID 1049; hits give high values; 0.4% of 200,000 active; TR-FRET ratio at 8 µM; in the data active = TR-FRET ratio above about 2000; note: inactives centre near 1500; reference of the scale not given here
ROMK primary: modulates human ROMK potassium channel activity; P48048; Tet-inducible ROMK, thallium flux fluorescence; actives lie on both sides; B-score at 10 µM; 2% of 130,000 active;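 active = signal ratio slope over the read window, or its plate-corrected B-score, at least 3 SD from the plate mean, either direction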;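 note: B-score of the F/F0 ratio slope over 7 to 12 s after thallium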
PPARg SRC-3 ag: promotes SRC-3 coactivator recruitment by human PPARgamma | biochemical PPARgamma/SRC-3 coactivator recruitment assay | activation, % at 8 µM | 0.26% of 200,000 active | AID 731; in the data active = activation above about 23%;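 note: 0% = DMSO and 100% = reference agonist; some compounds past the cut are filed as inactive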
Target sequence (P37231 whole entry, looked up): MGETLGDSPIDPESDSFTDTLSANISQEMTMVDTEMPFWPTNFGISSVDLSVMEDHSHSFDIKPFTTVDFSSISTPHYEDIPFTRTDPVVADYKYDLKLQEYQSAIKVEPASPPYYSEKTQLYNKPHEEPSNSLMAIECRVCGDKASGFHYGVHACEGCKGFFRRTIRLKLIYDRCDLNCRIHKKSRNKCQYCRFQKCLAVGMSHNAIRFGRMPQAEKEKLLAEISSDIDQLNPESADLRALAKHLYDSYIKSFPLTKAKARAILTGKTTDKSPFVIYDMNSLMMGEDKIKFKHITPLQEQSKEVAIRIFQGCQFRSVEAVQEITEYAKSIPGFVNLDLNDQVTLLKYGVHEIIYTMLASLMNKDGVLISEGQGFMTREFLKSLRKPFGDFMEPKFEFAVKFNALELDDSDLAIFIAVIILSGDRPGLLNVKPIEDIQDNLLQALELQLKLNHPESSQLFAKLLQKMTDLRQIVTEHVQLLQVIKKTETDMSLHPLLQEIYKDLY
TLR4 MyD88 comp: blocks binding of human TLR4 to MyD88; 0.18% of 200,000 active; O00206+Q99836; inhibition, % at 8.4 µM; HeLa CL3-4 TLR4/MyD88 BLA complementation, FRET ratio; in the data active = inhibition above about 25%;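 note: 0% = vehicle and 100% = reference inhibitor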
PPARg SRC1 recr: agonists of human PPARgamma SRC-1 coactivator recruitment; P37231; PPARgamma-SRC-1 coactivator recruitment biochemical assay; activation, % at 8 µM; 0.41% of 200,000 active; AID 631; in the data active = activation above about 19%;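 note: 0% = DMSO and 100% = reference agonist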
S1P3 antag: antagonists of human S1P3 receptor; Q99500; CHO S1P3 NFAT-BLA reporter, FRET fluorescence, antagonist mode; inhibition, % at 4.98 µM; 0.27% of 170,000 active;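 active = inhibition above the plate cutoff, the mean inhibition of test wells on that plate plus 3 SD, cut at about 28% in these data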;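 note: cells challenged with S1P at its EC80 of 0.8 µM; blue over green emission ratio from cleaved BLA substrate after 4 h stimulation; 0% = S1P-stimulated wells and 100% = unstimulated DMSO-only wells; some compounds past the cut are filed as inactive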
Target sequence (Q99500 whole entry, looked up): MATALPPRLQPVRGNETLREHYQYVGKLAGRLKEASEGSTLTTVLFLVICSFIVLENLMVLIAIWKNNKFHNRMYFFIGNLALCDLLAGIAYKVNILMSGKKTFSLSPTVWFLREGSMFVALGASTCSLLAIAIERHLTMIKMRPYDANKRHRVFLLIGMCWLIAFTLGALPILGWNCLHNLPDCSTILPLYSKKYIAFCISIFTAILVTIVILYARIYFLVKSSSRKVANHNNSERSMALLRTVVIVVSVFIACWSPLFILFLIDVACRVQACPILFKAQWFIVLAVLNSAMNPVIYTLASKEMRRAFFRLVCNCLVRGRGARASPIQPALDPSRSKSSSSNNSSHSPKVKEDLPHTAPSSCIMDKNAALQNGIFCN
L major viab: reduces viability of Leishmania major promastigotes; resazurin fluorescence viability; inhibition, % at 10 µM; 9% of 200,000 active; AID 1063; in the data active = inhibition above about 50%;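 note: promastigotes grown with compound for 44 hours at 28 °C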
bIAP activator: intestinal alkaline phosphatase (bovine) activation; activation factor at 20 µM; 0.17% of 200,000 active; purified bovine IAP, CDP-star luminescence, 30 min; hits give high values; fold of DMSO-control signal, blank-subtracted;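 active = activation factor of 2 or more at 20 µM, a signal rise over negative controls twice the positive control's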
Redox H2O2 prof: compounds producing H2O2 with reducing agent – biochemical, NIH compound library profiling, artefact control for MLSCN library redox annotation, primary screen; DTT-dependent redox cycling H2O2, phenol red/HRP absorbance; 100% = 100 µM peroxide control, 0% = buffer; activation, % at 10 µM; 0.03% of 200,000 active; AID 878;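 active = activation of at least 50% relative to the plate's high and low controls in the primary single-dose screen; inactive = activation below 50%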;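 note: compound incubated with DTT at 0.8 mM final as the reducing agent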
bIAP inhibitor: blocks bovine intestinal alkaline phosphatase activity | AID 1019 | 190,000 tested, under 10 active | purified bovine IAP, CDP-star luminescence, 30 min | inhibition, % at 20 µM;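 active = over 50% inhibition of intestinal alkaline phosphatase at 20 µM in the single-dose screen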
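Assay system – bovine IAP enzyme · Quantity – bovine IAP at 1/65,000,000 final dilution · Detection – CDP-star luminescence signal · Times – 30 min reaction at room temperature · Also added – CDP-star substrate at 30 µM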
PPARg SRC-2 ag: promotes SRC-2 coactivator recruitment by human PPARgamma; AID 1032; activation, % at 8 µM; P37231; PPARgamma LBD-SRC-2 recruitment, biochemical; 0.34% of 200,000 active; in the data active = activation above about 22%;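 note: 0% = vehicle and 100% = reference agonist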
* hit, by the source's call; nt = not tested or not shown. Hits appear at their usual frequency (roughly 11% active in at least one column).

no. | SMILES | TR-FRET SRC-2 ct | ROMK primary | PPARg SRC-3 ag | TLR4 MyD88 comp | PPARg SRC1 recr | S1P3 antag
1 | C=CCSc1nnc(COc2ccc(=O)n(-c3ccccc3)n2)n1CC | 1602 | -0.73 | 3 | -3 | 1 | -11
2 | Cc1nnc(SCC2=C(C(=O)O)N3C(=O)C(NC(=O)C(C)n4nc(C(F)(F)F)cc4C)C3SC2)s1 (stereo not given) | 1553 | 1.2 | -1 | -18 | 2 | -11
3 | COc1ccc(N(CC(=O)N2CCN(c3ccc(Cl)cc3)CC2)S(=O)(=O)c2c(C)n[nH]c2C)cc1 | 1527 | -1 | 3 | 5 | 4 | -29
4 | Cc1ccccc1-c1nc(-c2ccccn2)no1 | 1726 | 0.62 | 3 | -17 | 8 | -8
5 | CCOc1ccccc1NC(=O)N1CCCC(c2nc3c(nnn3Cc3ccc(C)cc3)c(=O)[nH]2)C1 (stereo not given) | 1420 | -0.094 | -2 | -3 | 1 | nt
6 | COCCN(C(=O)Cn1nnc2ccccc21)C(C(=O)NC1CCCC1)c1cc(OC)ccc1OC (stereo not given) | 1352 | nt | -3 | -12 | -7 | -11
7 | CCOC(=O)c1c(NC(=O)c2ccco2)sc2c1CCCCC2 | 1563 | 0.031 | -18 | -2 | 2 | 24
8 | CCOC(=O)C(NC(=O)c1ccccc1F)(Nc1cc(C)on1)C(F)(F)F (stereo not given) | 1431 | 0.24 | -3 | -9 | 5 | -8
9 | COc1ccc(C(=O)C[n+]2ccc(N)c(C)c2C)cc1 | 1345 | nt | 3 | -4 | -6 | -21
10 | CCn1cc(C(=O)Nc2nnc(C)s2)c(=O)c2cc(F)c(N3CCN(C(=O)c4ccco4)CC3)cc21 | 1657 | -0.1 | 2 | -7 | 3 | nt
11 | COc1cc(S(=O)(=O)Nc2ccc(C)cc2)ccc1N=Cc1c(C)[nH]n(-c2ccc(C)cc2)c1=O | 1541 | -0.16 | 7 | 7 | 1 | -16
12 | Cc1cc(C)c(NC(=O)c2ccccc2N(C)S(C)(=O)=O)c(C)c1 | 1503 | 0.77 | -5 | -7 | -1 | nt
13 | CCOC(=O)C1CCCN(c2c(Nc3ccc(C)c(C)c3)c(=O)c2=O)C1 (stereo not given) | 1728 | nt | 9 | -1 | 11 | 18
14 | O=c1[nH]cn[nH]1 | 1550 | nt | -2 | -2 | -1 | 1
15 | CC(=O)N1CCN(Cc2nc3cc(NC(=O)c4ccccc4C)ccc3n2C)CC1 | 1587 | nt | 9 | -15 | 4 | nt

no. | L major viab | bIAP activator | Redox H2O2 prof | bIAP inhibitor | PPARg SRC-2 ag
1 | -12 | 1 | -2.0 | -2 | 1
2 | -4 | 1.1 | -1.0 | -12 | -16
3 | -8 | 1 | 0.7 | -2 | 12
4 | -4 | 1 | -2.9 | 0 | -2
5 | 45 | 1 | -0.2 | -1 | 4
6 | 2 | 1.1 | 2.8 | -11 | 0
7 | 7 | 0.9 | -2.0 | 9 | 2
8 | 6 | 0.9 | 0.7 | 7 | -2
9 | 14 | 1 | 0.8 | -4 | 0
10 | -2 | nt | -0.4 | nt | 5
11 | 7 | 0.8 | -0.1 | 15 | 10
12 | -4 | 0.9 | 0.7 | 9 | 5
13 | -4 | 0.9 | 0.4 | 12 | 4
14 | -8 | 1 | 0.5 | 2 | -5
15 | -2 | 0.9 | 0.0 | 7 | 7

Next records follow:
no. | SMILES | TR-FRET SRC-2 ct | ROMK primary | PPARg SRC-3 ag | TLR4 MyD88 comp | PPARg SRC1 recr | S1P3 antag
16 | Cc1cccc(C(=O)Nc2ccccc2C(=O)OCc2c(C)noc2C)c1 | 1525 | 0.0055 | 10 | 3 | 6 | 6
17 | COC(=O)COc1cc(C)cc2oc(=O)c(CC(=O)OC)c(C)c12 | 1547 | 0.78 | 3 | 2 | 0 | -29
18 | CC(C)(C)n1nnnc1C(c1ccc(F)cc1)N1CCN(Cc2ccc3c(c2)OCO3)CC1 (stereo not given) | 1751 | nt | -3 | -8 | 9 | nt
19 | COc1ccc(NC(=O)C(NC(=O)Cc2cccs2)c2ccc(C)cc2)cc1 (stereo not given) | 1669 | nt | -2 | 0 | -8 | 9
20 | CCc1cc2c(CN3CCN(C)CC3)cc(=O)oc2cc1O | 1349 | 0.0031 | 0 | 10 | -2 | 2
21 | CCN1C(=O)c2cccc3c(S(=O)(=O)NCCc4c[nH]c5ccccc45)ccc1c23 | 1680 | 0.72 | 10 | 2 | -2 | nt
22 | COc1cc(OC)cc(C(=O)Nc2ncc3c(n2)CC(C)(C)CC3=O)c1 | 1507 | nt | 9 | -5 | 7 | -54
23 | C#CCSc1nc(Cc2ccc(Cl)cc2)nc2ccccc12 | 1539 | nt | 10 | -9 | 7 | nt
24 | COc1cc(/C=N/N2C(=O)C3C4c5ccccc5C(c5ccccc54)C3C2=O)ccc1O (stereo not given) | 1624 | nt | -4 | -13 | 10 | -2
25 | CCOC(=O)Cc1csc(NC(=O)C2CCCN(S(=O)(=O)c3cnc[nH]3)C2)n1 (stereo not given) | 1510 | nt | -2 | 5 | -3 | -23
26 | CCOc1ccc(NC(=O)CN2CCC(n3cnc4cc(F)ccc43)CC2)cc1 | 1451 | -0.16 | -4 | -4 | -2 | 10
27 | COc1ccc(CNCCSc2nnnn2C)cc1OC | 1532 | -1 | -3 | -9 | -2 | nt
28 | CCOC(=O)CSc1nc(-c2ccc3c(c2)OCO3)ccc1C#N | 1645 | 0.07 | -1 | 4 | 12 | nt
29 | Cc1ccc(S(=O)(=O)N2CCN=C2SCc2ccc(Cl)c(Cl)c2)cc1 | 1556 | -0.11 | -2 | -11 | 1 | 6
30 | Cc1cc(N2CCN(C)CC2)nc2ccc(NC(=O)c3ccccc3F)cc12 | 1692 | -0.039 | -1 | -5 | 11 | -3

no. | L major viab | bIAP activator | Redox H2O2 prof | bIAP inhibitor | PPARg SRC-2 ag
16 | 0 | 1 | 2.2 | 4 | -6
17 | -3 | 0.9 | -0.5 | 7 | 0
18 | 48 | 1.1 | 2.0 | -6 | -2
19 | 2 | 0.9 | 1.4 | 7 | 2
20 | 6 | 1 | -0.1 | -2 | -2
21 | 99* | 0.9 | 0.4 | 9 | 2
22 | -5 | 0.9 | 0.1 | 9 | 6
23 | 0 | 0.9 | 2.2 | 9 | 3
24 | 10 | 0.9 | 0.1 | 9 | 6
25 | 0 | 1 | -0.3 | -4 | -3
26 | 45 | 1.2 | 0.2 | -16 | -4
27 | -4 | 0.9 | -0.1 | 13 | 6
28 | -3 | 0.9 | -2.6 | 10 | 12
29 | -7 | 0.9 | 0.2 | 6 | 1
30 | 42 | 1 | -1.0 | -2 | 0

Next part:
no. | SMILES | TR-FRET SRC-2 ct | ROMK primary | PPARg SRC-3 ag | TLR4 MyD88 comp | PPARg SRC1 recr | S1P3 antag
31 | CC(=O)OC1CC(n2ccc(NC(=O)c3ccccc3)nc2=O)OC1CO (stereo not given) | 1491 | nt | -6 | 7 | 6 | nt
32 | CCOc1cc(C=O)ccc1OCCSc1ccc(Cl)cc1 | 1429 | nt | -4 | 3 | 8 | nt
33 | O=C(O)c1cnn2cc(-c3[nH]ncc3[N+](=O)[O-])cnc12 | 1502 | nt | -1 | 13 | 1 | 4
34 | Fc1ccc(C2c3cccn3CCN2C(=S)Nc2cccc(F)c2)cc1 (stereo not given) | 1448 | 0.22 | -1 | -2 | 1 | -7
35 | O=C(Cc1c[nH]c2ccccc12)NCc1ccc2c(c1)OCO2 | 1461 | -1.4 | -7 | 0 | 0 | -4
36 | O=C(c1cc2ccccc2c(=O)o1)N1CCCC1 | 1710 | nt | 4 | 6 | 6 | -6
37 | Cc1cc(C)nc(-n2nc(C)c3c(C(F)F)cc(C)nc32)n1 | 1734 | 0.56 | -3 | 0 | -2 | -21
38 | N[C@@H](Cc1ccccc1)c1nnc(SCc2ccccc2F)o1 | 1708 | 0.38 | -5 | 10 | 1 | nt
39 | Nn1c(SCC(=O)N2CCc3ccccc3C2)nnc1-c1cccs1 | 1565 | nt | 11 | 3 | 6 | nt
40 | CCOC(=O)c1c(NC(=O)CC2Sc3ccc(C(F)(F)F)cc3NC2=O)sc(C)c1C (stereo not given) | 1435 | nt | 0 | 6 | 4 | -4
41 | FCCCOc1ccc(/C=N/OCc2ccc(Cl)cc2Cl)cc1 | 1526 | nt | -6 | -8 | -4 | nt
42 | CCOC(=O)CN1C(=O)S/C(=C/c2cc(C)n(C)c2C)C1=O | 1563 | nt | -3 | -13 | 2 | nt
43 | CC(=O)Nc1ccc(S(=O)(=O)N2CCCCC2C(=O)O)cc1 (stereo not given) | 1476 | 0.72 | 1 | -4 | -4 | -28
44 | Cc1nn(-c2ccccn2)c2c1C(=O)C(Br)CC2 (stereo not given) | 1516 | -0.28 | 2 | -11 | -3 | 1
45 | CCOC(=O)C(=O)Nc1ccc2c(c1)OCO2 | 1617 | 0.87 | 11 | -10 | 0 | nt
46 | O=C(C1CCN(S(=O)(=O)Cc2ccccc2)CC1)N1CCCc2ccccc21 | 1365 | nt | -7 | 7 | 6 | 26
47 | Cc1nc(NC(=O)COC(=O)CCS(=O)(=O)c2ccccc2Cl)c(Cl)cc1Cl | 1758 | nt | -3 | -5 | 3 | nt

no. | L major viab | bIAP activator | Redox H2O2 prof | bIAP inhibitor | PPARg SRC-2 ag
31 | -11 | 0.9 | -3.4 | 8 | 9
32 | 36 | 0.9 | 1.2 | 10 | -3
33 | -2 | 0.9 | 0.6 | 5 | -1
34 | 21 | 1 | -0.3 | 0 | -2
35 | 1 | 0.9 | 1.9 | 8 | -5
36 | 39 | 1 | -1.1 | -1 | 10
37 | -9 | 1 | -0.1 | 5 | 4
38 | -10 | 0.9 | -1.3 | 12 | 6
39 | 1 | 0.8 | 1.8 | 16 | 5
40 | -7 | 0.9 | 1.2 | 9 | -2
41 | 0 | 0.9 | 3.4 | 13 | -6
42 | 6 | nt | -3.8 | nt | 0
43 | -8 | 1 | -3.3 | -2 | 2
44 | 100* | 1 | -0.3 | 0 | 0
45 | -9 | 0.9 | -0.1 | 8 | 9
46 | 25 | 1.1 | 1.2 | -6 | -4
47 | 3 | 1 | 2.0 | 2 | 5

Compound profiles (already shown). Order of values: TR-FRET SRC-2 ct, ROMK primary, PPARg SRC-3 ag, TLR4 MyD88 comp, PPARg SRC1 recr, S1P3 antag, L major viab, bIAP activator, Redox H2O2 prof, bIAP inhibitor, PPARg SRC-2 ag
`CC(=O)Nc1ccc(S(=O)(=O)N2CCCCC2C(=O)O)cc1` (stereo not given) reads 1476, 0.72, 1, -4, -4, -28, -8, 1, -3.3, -2, 2
`CCOC(=O)c1c(NC(=O)CC2Sc3ccc(C(F)(F)F)cc3NC2=O)sc(C)c1C` (stereo not given) reads 1435, nt, 0, 6, 4, -4, -7, 0.9, 1.2, 9, -2
